Assay outcomes from PubChem.
Pf growth 96h = P. falciparum growth inhibition at 96 hours; P. falciparum luciferase reporter growth, 96 h; Potency, µM (highest dose often 28.7 µM), without a hit: top-dose activity change, negative = inhibition, usual class: inhibitors; hit rate 6.9% among 320,000; further: potency means the concentration at half of the fitted maximal effect; on the % scale 0 is the no-effect control and ±100 the full control effect
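Luminescence readout: decreased luciferase signal marks inhibited growth of reporter-expressing P. falciparum in infected red cells (2% hematocrit, 0.05% parasitemia final), exposed to compound two generations (96 h, 37 C, 5% CO2).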
Tb PYK inh = blocks Trypanosoma brucei pyruvate kinase | Q57TT1 | TbPYK enzyme, Kinase-Glo Plus ATP luminescence, 45 min | Potency, µM (doses to about 76.8 µM), without a hit: at the highest dose activity, negative = inhibition, most hits filed as inhibitors | hit rate 0.12% among 410,000; further: potency means the concentration at half of the fitted maximal effect; on the % scale 0 is the no-effect control and ±100 the full control effect; nearly all actives have a fitted effect of over 50% in size
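Screened from lowest to highest concentration, compounds were pinned into TbPYK/substrate mixtures, and ADP (130 uM final) was added. Plates sat at room temperature for 45 min prior to Kinase-Glo Plus detection by luminescence.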
Pf growth 48h = P. falciparum growth inhibition at 48 hours (one generation) | P. falciparum luciferase growth in erythrocytes, 48 h | Potency, µM (titrated, usually from 28.7 µM), inactives show at the highest dose activity change, negative = inhibition, hits mostly inhibitors | hit rate 5.9% among 310,000 | AID 504832; further: potency means the concentration at half of the fitted maximal effect; on the % scale 0 is the no-effect control and ±100 the full control effect
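Luminescence readout; reporter = integrated firefly luciferase in P. falciparum. RBC culture at 2% hematocrit, 0.1% parasitemia final, 37 C/5% CO2; decreased signal taken as growth inhibition.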
HCV inh = blocks hepatitis C virus; Huh7.5.1 HCVcc-Cre infection, luciferase reporter, 44 h; Potency, µM (doses to about 41.8 µM), inactives show top-dose activity change, negative = inhibition, usual class: inhibitors; hit rate 3.4% among 340,000; further: potency means the concentration at half of the fitted maximal effect; on the % scale 0 is the no-effect control and ±100 the full control effect
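Infectious HCV cell culture screen: compound-treated cells (1,000/well, pre-plated 4 h) are infected with HCVcc-Cre at roughly 0.5 moi and grown 44 h. Infection is quantified by luciferase signal after 15 min substrate incubation at room temperature.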
LmPK inhibitor = LmPK (Leishmania mexicana) enzyme inhibition; purified LmPK, Kinase-Glo ATP luminescence, 1 h; hit rate 0.37% among 290,000; AID 1721; Potency, µM (titrated, usually from 57.5 µM), for the others: at the top dose activity change, negative = inhibition, most hits filed as inhibitors; Q27686; further: potency means the concentration at half of the fitted maximal effect; on the % scale 0 is the no-effect control and ±100 the full control effect
Target sequence (Q27686 whole entry, looked up): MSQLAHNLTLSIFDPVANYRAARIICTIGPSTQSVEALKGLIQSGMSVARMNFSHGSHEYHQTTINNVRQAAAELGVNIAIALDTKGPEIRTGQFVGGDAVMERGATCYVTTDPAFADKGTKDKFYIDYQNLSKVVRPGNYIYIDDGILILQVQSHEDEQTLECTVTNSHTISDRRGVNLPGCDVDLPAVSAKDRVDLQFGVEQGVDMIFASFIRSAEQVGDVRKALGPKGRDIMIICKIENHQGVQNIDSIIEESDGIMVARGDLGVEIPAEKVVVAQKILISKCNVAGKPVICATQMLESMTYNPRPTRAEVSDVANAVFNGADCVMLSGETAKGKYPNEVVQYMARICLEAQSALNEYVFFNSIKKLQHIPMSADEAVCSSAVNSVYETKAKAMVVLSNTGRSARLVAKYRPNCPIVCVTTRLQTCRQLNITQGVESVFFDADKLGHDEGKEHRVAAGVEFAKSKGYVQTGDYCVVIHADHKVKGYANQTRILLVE
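Screened at intermediate enzyme activity to detect both inhibitors and activators: LmPK at 0.1 nM, with a 0.5 nM enzyme column as activation reference. PEP 0.5 mM, ADP 0.1 mM; ATP detected by luminescence after 1 h.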
Cycloheximide cs = counter-screen hit for Shiga toxin inhibitors, cycloheximide | cell reporter, cycloheximide protein synthesis inhibition counterscreen | max response, % | hit rate 12% among 300,000 | AID 2314; in the data active means max response mostly above about 13%, no sharp cut-off; inactive means mostly below about 14%; further: read at 38.3 µM for the half of the compounds with a filed dose; 0% is about no effect
Shiga inhibitor = blocks Shiga toxin action in Vero cells; Vero cells, Shiga toxin protein synthesis inhibition reporter; inhibition, % at 38.7 µM; hit rate 9.2% among 290,000; AID 2315; in the data active means inhibition mostly above about 28%, no sharp cut-off; inactive means mostly below about 43%; further: 0% is about no effect
An asterisk follows results filed as active; ? = inconclusive; . = not tested or not shown; & = joins results of further samples; [ ] = dose if it differs, or a comment. Unless noted, the call rests on the fitted dose curve; in most records, active means well fitted curve in the direction sought with a large enough effect; inconclusive means small, poorly fitted or top-dose-only effect, or another doubt; inactive means no such curve, though single readings can be large; an effect the other way counts as inactive or inconclusive. Compounds were not picked by outcome; 24% or so of the library scored in one or more.

Each structure is followed by: Pf growth 96h | Tb PYK inh | Pf growth 48h | HCV inh | LmPK inhibitor | Cycloheximide cs | Shiga inhibitor
> O=C(COc1ncnc2scc(-c3ccccc3)c12)NC1CCCc2ccccc21 (stereo unspecified)
    65%[activator] | 1% | 26% | -26% | 2% | -2 | -6
> O=C(COC(=O)c1ccc2c(c1)OCO2)Nc1nc(-c2ccccc2)cs1
    -10% | -2% | 15% | 10% | 2% | 0 | 7
> Cc1nccn1CCCN1C(=O)CNC1=S
    5% | -3% | -5% | -1% | -4% | 2 | -9
> CCC(CCC(C)C1CCC2C3CC=C4CC(O)CC[C@@]4(C)C3CC[C@@]12C)C(C)C (stereo partly specified)
    19% | 0% | 5% | . | . | . | .
> CCCNC(=O)N1CCCC(C(=O)c2cccc(Cl)c2)C1 (stereo unspecified)
    26% | -14% | 6% | -16% | 2% | -3 | 23
> COc1ccc(NC(=O)CN2C(=O)NC3(CC(C)CC(C)(C)C3)C2=O)cc1S(=O)(=O)N1CCCCC1 (stereo unspecified)
    ? | 1% | 13µM* | -32% | . | . | .
> COC(=O)COc1ccc2oc(=O)cc(-c3cc4cccc(OC)c4o3)c2c1
    ? | 0% | 0% | -1% | 9% | -3 | -3
> c1cnc2nc(CSc3ncn[nH]3)cn2c1
    -3% | 1% | -1% | -6% | 0% | 8 | -14
> Cc1nnc(SCC(=O)NC2CCS(=O)(=O)C2)n1-c1ccccc1 (stereo unspecified)
    ? | -24% | 13% | 16% | 0% | -1 | -10
> CCOc1ncccc1C(=O)Nc1nc(C(C)(C)C)cs1
    ? | 1% | 5% | -23% | -11% | 20 | 32
> COc1ccccc1CC(=O)Nc1ccc(S(=O)(=O)N2CCCCC2)cc1
    -2% | -3% | ? | -15% | 2% | -7 | -5
> COc1ccccc1NS(=O)(=O)c1ccc2oc(SCc3ccc(C#N)cc3)nc2c1
    9.3µM* | 14% | -24% | 11µM* | 2% | 1 | -9
> CNc1nc(-c2c[nH]c3ccccc23)cs1
    ? | -8% | . | ? | -4% | 6 | -2
> c1cc(-c2cn(C[C@H]3CC[C@@H]([C@@H]4CC[C@H](Cn5cc(-c6ccsc6)nn5)O4)O3)nn2)cs1
    ? | -9% | ? | -4% | -1% | -2 | -6
> COc1ccc(N(CC(=O)NCc2ccc(F)cc2)C(=O)Cn2nnc(-c3ccc(C)o3)n2)cc1OC
    -6% | 0% | ? | -5% | 2% | 2 | -4
> CN1C(=O)c2ccc(C(=O)NC3CCCCC3)cc2C1=O
    19% | 6% | 4% | -4% | -3% | 2 | 8
> CCC(=O)Nc1ccc(N2CCN(Cc3ccccc3F)CC2)cc1
    9.3µM* | . | ? | -4% | 6% | -3 | -11
> COc1cccc(C(=O)NC(=S)Nn2cnnc2)c1OC
    31%[activator] | -16% | 39%[activator] | 7% | -1% | 4 | 17
> Cc1cc(NC(=O)CSCC(=O)OCC(=O)c2cccc(Br)c2)no1
    -16% | 7% | -10% | 13% | . | . | .
> N#C/C(=C\c1ccco1)c1nc2ccccc2s1
    0% | -10% | 59%[activator] | ? | -17% | 70* | 110*
> Cc1ccc(/C=C2/SC(=S)N(CCC(=O)NCCCN3CCOCC3)C2=O)cc1
    ? | -2% | ? | -25% | 7% | 12* | 21
> COc1cc(Cl)ccc1OCc1cc(C(=O)NC2CCc3ccccc32)no1 (stereo unspecified)
    27% | -7% | -3% | -5% | 7% | 3 | 14
> COc1ccc(C(C)=O)cc1CSC(=N)N
    18% | -1% | ? | 7% | 0% | 5 | 14
> O=C(N/N=C/c1c(O)n(Cc2ccccc2)c(=O)c2ccccc12)c1cccnc1
    15µM* | -9% | ? | -8% | 3% | 2 | -6
> CCCCNC(=O)CCc1c(C)nc2c(c(C)nn2-c2ccccc2)c1C
    -2% | 1%&-3% | ? | ? | 5% | 5 | 3
> NC(N)=N/N=C/c1ccc(OCc2ccc(Cl)cc2)cc1
    2.3µM* | ? | 0.33µM* | ? | -1% | 15 | 27
> O=C(CN1C(=O)NC2(CCCC2)C1=O)Nc1ccc(S(=O)(=O)N2CCOCC2)cc1
    -2% | 3% | 5% | -3% | 5% | -1 | 2
> CC1CCCCN1S(=O)(=O)c1ccc(NC(=O)c2cccs2)cc1 (stereo unspecified)
    ? | -7% | 15µM* | ? | -1% | 13 | 37
> O=C(CCc1nnc(COc2ccccc2)o1)NC1(c2ccccc2)CC1
    ? | 6% | 9% | 15% | 1% | -2 | -11
> O=C(c1cccs1)N1CCN(Cc2cn[nH]c2-c2ccc(F)cc2F)CC1
    -4% | 12% | ? | 10% | -11% | -2 | 10
> CCn1c(=O)c2cc(C(=O)NCCN3CCOCC3)sc2c2ccccc21
    11% | 2% | . | 11µM* | -2% | -1 | -9
> CC(NC(=O)CNC(=O)c1ccccc1Br)c1cccs1 (stereo unspecified)
    4% | 2% | -29% | 6% | . | . | .
> CCOC(=O)C(Cc1ccc(N)cc1)N1C(=O)c2ccccc2C1=O (stereo unspecified)
    ? | 0% | ? | -4% | -4% | 15 | 8
> Cc1ccc(OCCOCCNC(C)(C)C)c([N+](=O)[O-])c1
    5% | 1% | 11% | -8% | -6% | -3 | -7
> C=CCn1c(N)cc(=O)nc1SC(C)C(=O)Nc1cccc2ccccc12 (stereo unspecified)
    ? | -8% | ? | ? | 3% | -3 | 7
> Cn1c(=O)c2c(=O)cc(NNC(=O)C(C)(C)C)[nH]c2n(C)c1=O
    . | 6% | 22% | 1% | -10% | -2 | -16
> Cc1ccc(N(CCC(=O)O)S(=O)(=O)c2cccc(C(F)(F)F)c2)cc1
    5% | 0% | 21% | 7% | -2% | -9 | -2
> COc1cccc(-c2nc(-c3ccc(NC(=O)c4cccs4)cc3)no2)c1
    4.1µM* | -3% | 16% | ? | -3% | 56* | 64*
> Cc1ccc(NC(=O)CCN2C(=O)NC3(CCCC3)C2=O)c(C)c1
    6% | 2% | 4% | 2% | . | . | .
> COc1ccc(/C=C/C(=O)Nc2cc(C)nn2-c2nc3ccccc3[nH]2)cc1
    ? | 3% | ? | ? | 0% | 21 | 27
> Cc1ccc(-n2ncc3c(=O)[nH]c(SCC(=O)N4CCOCC4)nc32)cc1
    119%[activator] | 7% | -8% | 10% | -2% | -1 | -6
> CCC1CN(C(=O)N2CCC(C(=O)NCCc3ccc(OC)cc3OC)CC2)c2ccccc2O1 (stereo unspecified)
    ? | -9% | ? | 13µM* | -15% | -9 | -2
> CC(=O)c1nn(-c2ccc(Br)cc2)cc1C(=O)c1ccccc1
    ? | 3% | -1% | 3% | 2% | -1 | 13
> CCCOc1ccc(CN(C)c2ncnc(N)n2)cc1
    123%[activator] | -4% | 25% | -20% | 7% | -1 | 10
> Cc1ccc(NCN2C(=O)C3C4C=CC(C4)C3C2=O)cc1 (stereo unspecified)
    -10% | ? | 10% | 16% | 1% | -5 | 7
> CC(C(=O)Nc1ccccc1)N1CCN(c2ccccn2)CC1 (stereo unspecified)
    -15% | 2% | -18% | -3% | 1% | -2 | -6
> CC1=NNC(=O)C1CC(=O)N/N=C/c1ccncc1 (stereo unspecified)
    32%[activator] | -1% | 30% | -1% | 2% | 1 | -16
> CCC(CC)C(=O)OCC(=O)Nc1ccc(S(=O)(=O)N2CCOCC2)cc1OC
    31%[activator] | -1% | . | 3% | 3% | -3 | -13
> CCOc1ccc(CCNC(=O)CCc2nc3ccccc3[nH]2)cc1OCC
    -2% | 0% | 12% | -8% | 1% | 9 | -3
> COc1ccccc1N1CCN(C(=O)CN(c2ccc(C)c(C)c2)S(C)(=O)=O)CC1
    . | -3% | -16% | -4% | -5% | -3 | -15
> O=C(Nc1nnc(S(=O)(=O)N2CCOCC2)s1)c1ccc(F)cc1
    ? | 3%&-5% | -5% | 8% | -1% | -2 | -5
> Cc1ccnc(NC(=O)CNC(=O)c2ccco2)c1
    71%[activator] | -3% | 26% | -8%[8.37 µM] | . | . | .
> O=C(Cn1cncn1)N/N=C/c1c2ccccc2cc2ccccc12
    118%[activator] | -8% | 53%[activator] | ? | -1% | 11 | 38
> CC1(C)C([N+](=O)[O-])C(c2ccc(O)cc2)NC(c2ccc(O)cc2)C1[N+](=O)[O-] (stereo unspecified)
    0% | 14% | -5% | 12% | 2% | -1 | -2
> CCN1C(=NCCc2cccs2)N[C@@H](c2cccs2)C(C(=O)OC)=C1C
    ? | -7% | 7.4µM* | 3% | -2% | -6 | -4
> O=C(Nc1ccccc1)Nc1ccccc1-n1ccnc1
    -3% | 3% | -1% | 14% | 0% | 8 | 17
> COC(=O)/C=C1\OC(c2ccccc2)=CC1=O
    19% | . | 36%[activator] | -3% | -19% | -4 | -25

Ordered by length of the SMILES (rising): twelve of the compounds above.
Each structure is followed by: Pf growth 96h | Tb PYK inh | Pf growth 48h | HCV inh | LmPK inhibitor | Cycloheximide cs | Shiga inhibitor
> CCCOc1ccc(CN(C)c2ncnc(N)n2)cc1
    123%[activator] | -4% | 25% | -20% | 7% | -1 | 10
> O=C(Nc1ccccc1)Nc1ccccc1-n1ccnc1
    -3% | 3% | -1% | 14% | 0% | 8 | 17
> CC1=NNC(=O)C1CC(=O)N/N=C/c1ccncc1 (stereo unspecified)
    32%[activator] | -1% | 30% | -1% | 2% | 1 | -16
> CC(C(=O)Nc1ccccc1)N1CCN(c2ccccn2)CC1 (stereo unspecified)
    -15% | 2% | -18% | -3% | 1% | -2 | -6
> Cc1ccc(NCN2C(=O)C3C4C=CC(C4)C3C2=O)cc1 (stereo unspecified)
    -10% | ? | 10% | 16% | 1% | -5 | 7
> O=C(Cn1cncn1)N/N=C/c1c2ccccc2cc2ccccc12
    118%[activator] | -8% | 53%[activator] | ? | -1% | 11 | 38
> CCOc1ccc(CCNC(=O)CCc2nc3ccccc3[nH]2)cc1OCC
    -2% | 0% | 12% | -8% | 1% | 9 | -3
> O=C(Nc1nnc(S(=O)(=O)N2CCOCC2)s1)c1ccc(F)cc1
    ? | 3%&-5% | -5% | 8% | -1% | -2 | -5
> CCN1C(=NCCc2cccs2)N[C@@H](c2cccs2)C(C(=O)OC)=C1C
    ? | -7% | 7.4µM* | 3% | -2% | -6 | -4
> CCC(CC)C(=O)OCC(=O)Nc1ccc(S(=O)(=O)N2CCOCC2)cc1OC
    31%[activator] | -1% | . | 3% | 3% | -3 | -13
> COc1ccccc1N1CCN(C(=O)CN(c2ccc(C)c(C)c2)S(C)(=O)=O)CC1
    . | -3% | -16% | -4% | -5% | -3 | -15
> CC1(C)C([N+](=O)[O-])C(c2ccc(O)cc2)NC(c2ccc(O)cc2)C1[N+](=O)[O-] (stereo unspecified)
    0% | 14% | -5% | 12% | 2% | -1 | -2
